# Source: PubChem BioAssay (several laboratories)
# Anthrax LF inh2: Bacillus anthracis LF protease inhibitors, primary screen, biochemical, multiplex microsphere, MLPCN library; multiplex microsphere protease cleavage assay; inhibition, % at 10 µM; 360,000 compounds, 0.12% hits; AID 588501, 2011; further: plate controls were buffer without enzyme for full effect and enzyme alone for no effect
# Target sequence (P15917 whole entry, looked up): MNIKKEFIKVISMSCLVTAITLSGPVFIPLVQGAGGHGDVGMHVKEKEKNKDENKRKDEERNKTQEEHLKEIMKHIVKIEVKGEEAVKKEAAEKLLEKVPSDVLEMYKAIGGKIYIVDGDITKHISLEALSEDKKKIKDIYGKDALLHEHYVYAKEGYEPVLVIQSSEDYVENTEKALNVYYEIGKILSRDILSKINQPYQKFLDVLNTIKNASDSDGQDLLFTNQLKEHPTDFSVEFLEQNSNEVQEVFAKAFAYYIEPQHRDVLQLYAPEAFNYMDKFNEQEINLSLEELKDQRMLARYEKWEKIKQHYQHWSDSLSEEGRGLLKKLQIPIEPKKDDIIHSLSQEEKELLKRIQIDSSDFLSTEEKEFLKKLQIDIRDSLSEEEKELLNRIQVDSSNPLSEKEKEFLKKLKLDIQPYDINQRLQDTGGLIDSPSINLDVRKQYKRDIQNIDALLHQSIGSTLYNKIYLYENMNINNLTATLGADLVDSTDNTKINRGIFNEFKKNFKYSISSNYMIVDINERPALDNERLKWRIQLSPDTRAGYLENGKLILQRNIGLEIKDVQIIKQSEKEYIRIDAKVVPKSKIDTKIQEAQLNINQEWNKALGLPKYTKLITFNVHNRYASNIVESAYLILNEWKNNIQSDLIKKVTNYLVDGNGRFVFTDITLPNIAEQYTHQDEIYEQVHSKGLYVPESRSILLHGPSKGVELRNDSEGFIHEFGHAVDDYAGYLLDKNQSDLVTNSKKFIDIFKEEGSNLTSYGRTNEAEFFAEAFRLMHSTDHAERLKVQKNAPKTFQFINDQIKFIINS
# PrPC surface inh: inhibitors of human cell surface prion protein PrPC, primary screen, cell-based, TR-FRET; Major prion protein (Homo sapiens), P04156; TR-FRET read-out; inhibition, % at 13.8 µM; 370,000 compounds, 0.43% hits; AID 720596, 2013; in the data active means inhibition above about 24%; further: 0% = median of the test wells and 100% = reference compound wells
# Y pestis TopoI: Yersinia pestis topoisomerase I inhibitors, primary screen, biochemical, cleavage product accumulation, plate reader, single point | activity, % at 10 µM | Y. pestis Topo-I cleavage product accumulation | 360,000 compounds, 0.064% hits | AID 504884, 2011; in the data active means activity above about 50%, passing the limit was not always enough; inconclusive means no clear call, values can overlap the other calls; further: inactives centre near 2
# SARS 3CLpro inh: SARS-CoV 3CLpro protease inhibitors, primary screen, biochemical, quenched FRET; AID 1706, 2009; inhibition, % at 6 µM; 290,000 compounds, 0.14% hits; recombinant SARS-CoV 3CLpro, quenched FRET peptide cleavage; in the data active means inhibition above about 12%
# PfHsp40 rescue: rescue of yeast from PfHsp40 toxicity, primary screen, S. cerevisiae, ATP luminescence; S. cerevisiae expressing PfHsp40, growth rescue; growth rescue, % at 12.5 µM; 340,000 compounds, 0.68% hits; in the data active means growth rescue above about 28%, passing the limit was not always enough; inconclusive means no clear call, values can overlap the other calls;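 further: yeast W303a lacking pdr1 and pdr3 grown in galactose medium; growth measured after three days at 30 °C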
# SSB-PriA inh: inhibitors of Klebsiella pneumoniae PriA binding to SSB C-terminal tail, primary screen, biochemical, AlphaScreen; inhibition, % at 33 µM; PriA–SSB C-terminal tail interaction (Klebsiella pneumoniae); 430,000 compounds, 0.6% hits; AlphaScreen SSBct-PriA binding, biotinylated peptide; in the data active means inhibition mostly above about 37%, no sharp cut-off; inactive means mostly below about 20%;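 further: plate controls were negative control peptide for no effect and reference peptide for full effect; strong numbers were not always called active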
# TcdB GH inh: TcdB glycohydrolase inhibitors, primary screen, biochemical, single point, plate reader. TcdB glycohydrolase enzymatic assay. 350,000 compounds, 0.24% hits. Toxin B (Clostridioides difficile), P18177. inhibition, % at 9.99 µM; in the data active means inhibition above about 10%
# BoNT-A LC inh2: BoNT/A light chain protease inhibitors, primary screen, biochemical, flow cytometry, MLPCN library | 360,000 compounds, 0.17% hits | multiplex microsphere protease substrate cleavage | Botulinum neurotoxin type A light chain protease (Clostridium botulinum A str. ATCC 3502) | inhibition, % at 10 µM | AID 588499, 2011; further: plate controls were buffer without enzyme for full effect and enzyme alone for no effect
# Vc quorum ag: inducers of Vibrio cholerae quorum light production without autoinducers, primary screen, BH1578 luxS cqsA deficient, single point; V. cholerae BH1578 lux reporter, luminescence, 6 h; activation, % at 18.7 µM; 350,000 compounds, 0.16% hits; in the data active means activation mostly above about 9.7%, no sharp cut-off; inconclusive means no clear call, values can overlap the other calls; inactive means mostly below about 3.7%; further: not every result past the cut was called active; inactives centre near 0; reference of the scale not given here
# An asterisk follows results filed as active; i = inactive; ? = inconclusive; . = no result given; & = joins results of further samples. Unless noted, no stated cut-off is given here; in the data, active means inhibition above about 30%; inconclusive means no clear call, values can overlap the other calls; inactive means below that. The list is partial. The share of hits here may be higher or lower than overall.
# Sample of the layout, three compounds:
Compound,Anthrax LF inh2,PrPC surface inh,Y pestis TopoI,SARS 3CLpro inh,PfHsp40 rescue,SSB-PriA inh,TcdB GH inh,BoNT-A LC inh2,Vc quorum ag
N#CCC(CNc1ncc(C(F)(F)F)cc1Cl)OC(=O)c1ccc(Cl)cc1 (stereo unspecified),-4,1,9,11,2.5,-36,.,-1.6,i
CCn1c(=NC(=O)c2ccc(N3C(=O)CCC3=O)cc2)sc2c(OC)ccc(OC)c21,4,2,5,1,-1.0,-14,-0.7,-0.4,-1.1
CCOC(=O)c1[nH]cnc1C(=O)Nc1ccc(Cl)cc1,-7,0,6,2,-1.3,-14,1.4,0.5,-0.3

# The listing, previewed entries included:
Compound,Anthrax LF inh2,PrPC surface inh,Y pestis TopoI,SARS 3CLpro inh,PfHsp40 rescue,SSB-PriA inh,TcdB GH inh,BoNT-A LC inh2,Vc quorum ag
N#CCC(CNc1ncc(C(F)(F)F)cc1Cl)OC(=O)c1ccc(Cl)cc1 (stereo unspecified),-4,1,9,11,2.5,-36,.,-1.6,i
CCn1c(=NC(=O)c2ccc(N3C(=O)CCC3=O)cc2)sc2c(OC)ccc(OC)c21,4,2,5,1,-1.0,-14,-0.7,-0.4,-1.1
CCOC(=O)c1[nH]cnc1C(=O)Nc1ccc(Cl)cc1,-7,0,6,2,-1.3,-14,1.4,0.5,-0.3
Cc1cc(/C=C2\C(=N)N3N=C(c4ccco4)SC3=NC2=O)c(C)n1Cc1ccccc1,-6,1,1,2,-0.8,-2,0.2,1.6,-0.7
COCc1ccc(C(=O)N2CCCC(C(=O)c3cc(F)ccc3F)C2)s1 (stereo unspecified),-5,5,8,-1,0.7,-17,0.0,0.8,i
COc1ccc(Cl)cc1NC(=O)c1ccco1,-1,-5,-2,-6,0.4,-8,.,-0.3,-0.4
CN(C(=O)C1CCC(=O)N(Cc2cccc(F)c2)C1)C1CCCCC1 (stereo unspecified),-3,-4,4,8,-1.8,3,0.9,0.1,i
O=C1NCCOC(=O)[C@@H](Cc2ccc(F)cc2)C/C=C\C[C@@H]1CC(=O)N(CCO)Cc1ccccc1,9,5,11,.,1.1,-2,1.7,-0.2,0.3
CCCCn1nnnc1C(c1cc2ccccc2o1)N(C)Cc1ccc(Cl)c(Cl)c1 (stereo unspecified),-2,7,.,.,.,.,-0.2,0.1,.
CC1CCCCC12NC(=O)N(CC(=O)Nc1ccccc1N1CCOCC1)C2=O (stereo unspecified),-7,2,11,1,-1.1,-12,1.4,-0.5,-0.2
Cc1ccc(C(=O)NNC(=O)c2ccc3c(c2)OCCO3)cc1,-2,-3,-12,.,0.1,-19,1.6,-0.1,-0.4
CCOC(=O)c1c(-c2cccs2)csc1NC(=O)CN1CC(C)OC(C)C1 (stereo unspecified),-6,-1,?,4,2.1,-8,.,0.1,i
COc1cc(/C=C/C(=O)OCC(=O)N(C)Cc2ccccc2)ccc1O,.,-4,16,.,1.4,0,11*,.,-2.0
Clc1ccccc1Sc1ccc(-c2ccccn2)s1,?,-1,4,-3,.,-17,1.5,2.7,-0.4
Cc1ccc(C(=O)COC(=O)C2CCC2)cc1,-13,.,6,5,2.5,-20,.,-4.6,0.5
Cc1noc(C)c1NC(=O)Nc1ccc2c(c1)C(=O)N([C@H](C)CO)C[C@H](C)[C@@H](CN(C)C(=O)NC(C)C)O2,-1,-1,-7,.,-1.6,-3,-0.2&0.3,-0.2,-0.8
O=C(c1cccnc1)C1CCCN(Cc2nc(Cc3ccccc3)no2)C1 (stereo unspecified),1,9,9,3,-0.2,3,1.4,0.3,i
CCOc1ccc2c(c1)c(=O)c(S(=O)(=O)c1ccc(CC)cc1)cn2C,2,-3,1,-6,-1.5,-7,-0.9,1.6,-0.6
O=C(COC(=O)CCCSc1nc2ccccc2[nH]1)Nc1cccc(F)c1,-1,2,-3,3,1.3,-7,0.5,-1.6,i
CC1CC2=C(C(=O)O1)C(C)Nc1ccccc1N2 (stereo unspecified),-3,-1,-3,2,-0.7,7,-0.8,-0.6,-0.5
Cc1nc2ccccc2c(=O)n1NC(=O)/C=C/c1ccccc1Cl,-2,0,-3,2,0.6,-11,1.4,-1.2,i
O=C(CN1C(=O)S/C(=C\c2ccc(-c3cc(C(=O)O)ccc3Cl)o2)C1=O)Nc1ccc2c(c1)OCO2,-3,3,2,4,0.2,.,-0.2,-1.7,-0.2
O=C(Nc1ccccc1C(=O)NC(Cc1c[nH]c2ccccc12)C(=O)O)c1ccco1 (stereo unspecified),7,4,7,-7,0.8,-7,.,0.1,i
CC(C)(C)OC(=O)N1CC(O)CC1C(=O)OCC(=O)c1ccccc1 (stereo unspecified),-1,8,0,3,-1.4,-7,.,1.2,i
Cc1ccc(-c2nnn(CC(=O)N(Cc3ccc(F)cc3)C(C(=O)NC3CCCC3)c3ccncc3)n2)o1 (stereo unspecified),-2,8,5,-2,0.3,-12,.,-0.6,-3.6
Cc1cc(C)cc(N2CCCn3c2nc2c3c(=O)n(CCN3CCOCC3)c(=O)n2C)c1,-4,-3,21,0,-0.4,-3,0.5,-0.3,.
C[C@@H]1COC(=O)[C@@H](CC(=O)OC(C)(C)C)C/C=C\C[C@@H](CC(=O)N[C@@H](CO)Cc2ccccc2)C(=O)N1,-2,5,3,.,-2.1,1,0.9,0.3,i
Cc1[nH]n(-c2ccccc2)c(=O)c1C=Nc1cccc2cccnc12,0,12,2,4,-0.6,19,.,2.2,i
O=C1/C(=C/c2cccnc2)SC(=S)N1C1CCS(=O)(=O)C1 (stereo unspecified),1,1,-4,0,-0.3,-1,.,0.4,-0.3
Nn1c(SCC(=O)Nc2ccc(N3CCOCC3)cc2)nnc1C1CC1,-2,2,-4,.,-1.3,0,1.8,-1.2,-3.8
CN(Cc1ccc(CNC[C@H]2O[C@@H](n3cnc4c(N)ncnc43)[C@H](O)[C@@H]2O)o1)S(C)(=O)=O,-8,-3,5,.,1.7,-3,1.8,-0.4,i
Cc1c(C(=O)OCCOC(C)C)[nH]c2c1C(=O)CC(c1ccco1)C2 (stereo unspecified),-7,.,-5,-1,2.6,4,.,0.1,0.9
CC(NC(=O)c1ccco1)C(=O)OCc1cccc(C(F)(F)F)c1 (stereo unspecified),-4,-1,3,.,-0.6,-4,1.1,-1.6,0.5
CC(C)(C)NC(=O)CN(Cc1cccs1)C(=O)c1csnn1,1,5,5,4,0.5,-8,.,0.3,-2.9
COc1ccnc2c1c(=O)n(Cc1ccc(F)cc1)c(=O)n2C,4,4,0,-11,-0.5,-10,1.0,0.3,i
O=C(C[C@H]1C/C=C\C[C@@H](Cc2ccc(F)cc2)C(=O)OC[C@H]2CCCN2C1=O)NCCO,-6,2,12,.,0.0,.,2.0,-1.2,-0.5
CC(C)c1ccc(/C=C(\c2nc3ccccc3[nH]2)S(=O)(=O)c2ccccc2)cc1,-1,43*,4,3,0.6,3,.,-0.7,i
COC(=O)c1c(C)n(-c2ccc(C)cc2)c2ccc(O)cc12,0,7,16,-2,-0.4,7,.,-0.6,-0.4
O=C(NCc1ccc(F)cc1)c1cc(S(=O)(=O)N2CCOCC2)ccc1F,0,11,-8,3,-0.5,-18,.,?,-0.7
COc1cc(Cl)c(C)cc1NC(=O)c1ccc(S(C)(=O)=O)cc1,1,0,4,6,5.2,3,1.5,-0.8,1.9
C/C(=N\NS(=O)(=O)c1ccc([N+](=O)[O-])cc1)c1ccc2c(c1)OCO2,-1,-7,0,-2,-1.0,.,0.9,-1.9,-0.4
COc1ccc(C2/C=C\CC(NC(=O)OCC3c4ccccc4-c4ccccc43)CC(=O)N2Cc2ccccc2F)cc1 (stereo unspecified),-4,.,5,.,-0.1,-9,.,-0.4,0.4
Cc1cccc(NC(=S)NNC(=O)CCn2cc(C)cn2)c1,-2,-1,-10,0,-0.4,-23,-0.9,?,i
O=C(Nc1cccc(S(=O)(=O)NC2=NCCC2)c1)c1ccc(C(F)(F)F)cc1,6,13,2,.,-1.2,-5,2.3,0.5,-0.8
Cc1ccc(N(CC(=O)NC(C)C)C(=O)CCC(=O)Nc2nccs2)c(C)c1,16,10,6,-1,.,-12,0.9,1.0,-0.5
CCc1ncc(C)[nH]1,.,9,.,2,.,-7,-0.7,.,.
Clc1ccc(-c2noc(CSc3nnc(Cc4cccs4)n3-c3ccccc3)n2)cc1,4,-3,24,4,6.4,-19,0.4,-0.2,-0.3
O=C1N(c2ccc3c(c2)OCCO3)C(c2ccccc2)C1(F)F (stereo unspecified),-5,1,3,11,43*,-12,1.4,0.8,-0.9
CCOC(=O)C(O)(CC(=O)c1ccc(Cl)cc1)C(=O)OCC,2,-4,0,5,-0.9,-14,0.6,-0.1,i
CN1CCN(c2ccccc2NC(=O)c2ccc(-c3cccc([N+](=O)[O-])c3)o2)CC1,-2,-13,0,-7,-0.7,8,.,3.0,0.0
O=C(C[n+]1cc(-c2ccccc2)n2c1CCC2)N1c2ccccc2Sc2ccccc21,2,-1,5,-2,8.2,8,.,-0.2,i
CCOCCN1CCN(c2nnc3n2-c2ccc(Cl)cc2C(c2ccccc2Cl)=NC3)CC1,-3,0,33,-4,-0.1,-3,.,-0.3,-0.5
CC1Cc2ccccc2N1C(=O)CSc1nc2ccccc2n1CC(=O)N1CCOCC1 (stereo unspecified),1,-6,10,0,-0.9,-8,.,0.0,-7.1
Cc1ccc(S(=O)(=O)CCC(=O)OCc2ccc(Cl)c(Cl)c2)cc1,1,2,1,1,-1.0,-13,-0.7,0.6,-0.6
O=C(NCc1ccccc1Cl)c1csc([C@@H]2C[C@H](O)[C@@H](CO)O2)n1,-3,-4,-2,.,.,.,0.9,0.1,-0.1
O=C(Nc1ccc([N+](=O)[O-])cn1)c1cccnc1,10,-12,3,5,-0.7,-10,-0.7,-3.3,i
C=CCN(CC(=O)NCc1ccccc1)C(=O)c1csnn1,0,4,-9,0,0.5,-13,.,-1.9,-11
COC(=O)c1c(NC(=O)CC2SCC(C(=O)OC)NC2=O)sc2c1CCCC2 (stereo unspecified),-1,4,-3,3,0.1,2&-16,.,-3.0,i
COc1ccccc1NS(=O)(=O)c1cc(NC(=O)c2cccs2)ccc1N1CCOCC1,7,-3,6,5,0.6,7,1.1,0.2,i
Cc1ccc(SCCc2ccc(C)nc2)cc1,-1,2,0,-2,-0.5,-19,.,0.7,-0.3

# Carrying on:
Compound,Anthrax LF inh2,PrPC surface inh,Y pestis TopoI,SARS 3CLpro inh,PfHsp40 rescue,SSB-PriA inh,TcdB GH inh,BoNT-A LC inh2,Vc quorum ag
O=C(Nc1ccc(N2CCOCC2)nc1)c1cccs1,5,4,1,-2,0.9,0,5.0,0.5,i
CCN1C[C@]2(COC(=O)c3ccccc3N)CC[C@H](OC)C34[C@@H]5C[C@H]6[C@H](OC)[C@@H]5[C@](O)(C[C@@H]6OC)[C@@](O)([C@H]13)[C@@H](OC)[C@@H]42,-4,-7,19,-6,-1.8,-4,-1.8,0.0,-5.6
COc1ccccc1/C=C/C(=O)NCC(=O)N/N=C/c1ccc(C)o1,1,-4,6,-4,0.1,.,1.6,-3.3,-0.2
Cc1ccc(-c2cn3c(=O)cc(C)[nH]c3n2)cc1,-3,-5,4,1,-0.5,-5,.,0.9,-0.1
